Screens from PubChem BioAssay.
AmpC inh detg = blocks E. coli AmpC beta-lactamase in detergent assay. P00811. AmpC hydrolysis of nitrocefin, absorbance 480 nm, 0.01% Triton. Potency, µM (highest dose often 114 µM), for inactives: at the highest dose activity change, negative = inhibition, hits mostly inhibitors. 0.041% of 370,000 active. AID 485294;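 also: potency is read from the fitted curve at half-maximal effect; 0% = no-compound wells and -100% = no-enzyme wells; nearly all actives have a fitted effect of over 25% in size; some results filed as inactive show a strong effect at the top dose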
Target sequence (P00811 whole entry, looked up): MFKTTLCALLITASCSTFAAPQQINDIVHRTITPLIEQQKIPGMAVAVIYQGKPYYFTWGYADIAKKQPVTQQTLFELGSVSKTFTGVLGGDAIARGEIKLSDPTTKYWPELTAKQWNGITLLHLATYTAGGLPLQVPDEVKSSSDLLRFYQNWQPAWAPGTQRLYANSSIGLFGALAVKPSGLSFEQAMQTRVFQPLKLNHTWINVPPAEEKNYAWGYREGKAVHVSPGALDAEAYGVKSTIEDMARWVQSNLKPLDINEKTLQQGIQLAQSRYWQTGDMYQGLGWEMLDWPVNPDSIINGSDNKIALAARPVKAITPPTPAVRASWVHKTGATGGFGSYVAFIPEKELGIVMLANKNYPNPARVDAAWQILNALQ
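AmpC (5.3 nM in the dispensed reagent) in 20 mM phosphate pH 7.0 with 0.01% (detergent screen) or 0.0001% Triton X-100 was preincubated with compounds for 15 min at room temperature. Nitrocefin was then added from an 800 uM solution, and hydrolysis was followed at 480 nm.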
Sm TGR block = blocks Schistosoma mansoni thioredoxin glutathione reductase; Q962Y6; purified TGR, DTNB reduction, TNB absorbance 405 nm; Potency, µM (highest dose often 114 µM), for inactives: at the highest dose activity change, negative = inhibition, usual class: inhibitors; 3% of 360,000 active; also: potency is read from the fitted curve at half-maximal effect; nearly all actives have a fitted effect of over 60% in size
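First, TGR (20 nM dispensed) and NADPH were mixed with compound. Second, a 15 min room-temperature incubation followed. Third, further NADPH and then DTNB were added to start the reaction. Finally, TNB absorbance was monitored kinetically.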
Giardia FBPA inh = inhibitors of Giardia lamblia fructose-1,6-bisphosphate aldolase; Potency, µM (highest dose often 59.6 µM), without a hit: at the highest dose activity, negative = inhibition, hits mostly inhibitors; A8B2U2; AID 2451; 0.71% of 290,000 active; purified Giardia FBPA; also: potency is read from the fitted curve at half-maximal effect; nearly all actives have a fitted effect of over 55% in size
Target sequence (A8B2U2 whole entry, looked up): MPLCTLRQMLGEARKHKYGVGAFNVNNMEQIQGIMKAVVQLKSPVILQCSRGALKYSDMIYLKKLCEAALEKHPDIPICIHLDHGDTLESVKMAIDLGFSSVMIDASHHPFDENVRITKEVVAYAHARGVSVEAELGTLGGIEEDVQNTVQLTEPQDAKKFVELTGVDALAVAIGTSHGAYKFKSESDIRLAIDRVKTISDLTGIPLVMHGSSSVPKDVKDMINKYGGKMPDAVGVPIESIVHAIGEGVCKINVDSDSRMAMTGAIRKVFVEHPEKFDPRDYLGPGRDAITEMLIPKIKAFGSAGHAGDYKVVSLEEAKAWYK
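Giardia FBPA (40 nM reagent) was preincubated 10 min at RT with compound (up to 57.5 uM final), then substrate plus GAPDH/TPI/NAD/arsenate coupling system with diaphorase/resazurin was added; resorufin fluorescence (525/598 nm) was read after 20 min.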
AMA1 RON2 block = AMA1-RON2 (P. falciparum) interaction inhibition; AlphaScreen AMA1-biotinylated RON2 peptide binding; Potency, µM (highest dose often 58.2 µM), inactives show at the highest dose activity change, negative = inhibition, actives largely listed as inhibitors; 0.2% of 360,000 active; AID 720542;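 also: potency is read from the fitted curve at half-maximal effect; 0% = vehicle wells and -100% = peptide control; nearly all actives have a fitted effect of over 45% in size; some results filed as inactive show a strong effect at the top dose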
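AMA1 (3D7) with his tag at 25 nM final met compounds first, then biotinylated RON2 peptide at 25 nM; detection used donor plus acceptor beads, 10 µg/mL apiece, read by AlphaScreen after 30 min at room temperature.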
HCV inh = blocks hepatitis C virus; Huh7.5.1 HCVcc-Cre infection, luciferase reporter, 44 h; Potency, µM (top dose mostly 41.8 µM), for the others: at the highest dose activity change, negative = inhibition, actives largely listed as inhibitors; 3.4% of 340,000 active; also: potency is read from the fitted curve at half-maximal effect
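Luciferase read-out (15 sec integration) after a 15 min room-temperature substrate step quantifies HCVcc-Cre infection. Cells, 1,000 per well, had compound added 4 h post-plating, then virus at ~0.5 moi, and were cultured 44 h.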
HCMV inh = inhibitors of human cytomegalovirus. HFF cells, HCMV-luciferase reporter, 72 h; stronger effect = lower value. activity change, negative = inhibition, % at 57.5 µM. 4.5% of 410,000 active; in the data active = activity change below about -60%; inconclusive = no clear call, values can overlap the other calls; inactive = above about -39%
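HFF cells seeded 16 h at 37C, treated with compounds, infected with luciferase-reporter HCMV at MOI 1 PFU/cell; luciferase read at 72 h post infection, normalized to buffer-only and Salinomycin controls.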
* marks the source's active call; other numbers are inactive results; ? = inconclusive; · = not tested or not shown; & = joins results of further samples; ! = a repeat was not active; [ ] = dose if it differs, or a comment. Unless noted, calls follow the shape of the dose curve; as a rule, active = well fitted curve in the direction sought with a large enough effect; inconclusive = small, poorly fitted or top-dose-only effect, or another doubt; inactive = no such curve, though single readings can be large; an effect the other way counts as inactive or inconclusive. Unless noted, % is scaled to controls: 0 for no effect and ±100 for the full control effect.

SMILES	AmpC inh detg	Sm TGR block	Giardia FBPA inh	AMA1 RON2 block	HCV inh	HCMV inh
CN(C)c1ccc(/C=C/C(=O)c2ccc(O)cc2)cc1[N+](=O)[O-]	4%	-4%	-16%	12%	-15%	2
CC(=O)N1c2ccccc2C(CBr)=CC1(C)C	4%	13µM*	-12%	11%	-5%	24
Cc1nnc(SCC(=O)N2c3ccccc3C(C)(c3ccccc3)CC2(C)C)s1 (configuration not stated)	-15%	-7%	-2%	-3%	?	-62*
COC(=O)c1sc2nc(N)c(C#N)cc2c1N	-2%	2%	-21%	40%[activator]	11%	-4
Cc1[nH]c2ccc(C(=O)OC(C)C(=O)N(C)C3CCCCC3)cc2c1C (configuration not stated)	?	0%	·	-29%	?	?
CCS(=O)(=O)n1nc(-c2ccc(OC)cc2)nc1N	4%	0%	-1%	3%	-1%	15
Cc1noc(C)c1COc1ccccc1C(=O)N1CCN(S(=O)(=O)c2ccccc2C#N)CC1	·	·	·	-7%	-29%	-14
CC(C)OC(=O)c1c(NC(=O)c2ccco2)sc2c1CCCCC2	-3%	-1%	-2%	55%[activator]	?	-13
CCOC(=O)c1c(C)nc2c(c1-c1cc(OC)ccc1OC)C(=O)CC(C)(C)C2	-2%	4%	1%	15%	20%	-20
CCOC(=O)NC(=O)/C(N=Nc1cc(C)cc(C)c1)=C(\C)O	?	5%	4%	-17%	-1%	?

As entered above:
For Sm TGR block, `Cc1[nH]c2ccc(C(=O)OC(C)C(=O)N(C)C3CCCCC3)cc2c1C` (configuration not stated) is entered as 0%
For HCV inh, `CCOC(=O)c1c(C)nc2c(c1-c1cc(OC)ccc1OC)C(=O)CC(C)(C)C2` is entered as 20%

The main list resumes, starting six compounds before the break.
SMILES	AmpC inh detg	Sm TGR block	Giardia FBPA inh	AMA1 RON2 block	HCV inh	HCMV inh
Cc1[nH]c2ccc(C(=O)OC(C)C(=O)N(C)C3CCCCC3)cc2c1C (configuration not stated)	?	0%	·	-29%	?	?
CCS(=O)(=O)n1nc(-c2ccc(OC)cc2)nc1N	4%	0%	-1%	3%	-1%	15
Cc1noc(C)c1COc1ccccc1C(=O)N1CCN(S(=O)(=O)c2ccccc2C#N)CC1	·	·	·	-7%	-29%	-14
CC(C)OC(=O)c1c(NC(=O)c2ccco2)sc2c1CCCCC2	-3%	-1%	-2%	55%[activator]	?	-13
CCOC(=O)c1c(C)nc2c(c1-c1cc(OC)ccc1OC)C(=O)CC(C)(C)C2	-2%	4%	1%	15%	20%	-20
CCOC(=O)NC(=O)/C(N=Nc1cc(C)cc(C)c1)=C(\C)O	?	5%	4%	-17%	-1%	?
CCOC(=O)/C(C#N)=C/c1ccc(OCC(=O)Nc2ccc(C)c(C)c2)c(OC)c1	-1%	5%	-3%	24%	7%	-21
Cc1ccc2nc(NC(=O)CSc3nc(=O)n(CCCN(C)C)c4c3CCC4)sc2c1	-13%	-11%	·	4%	?	-19
CC1(C)CC(=O)C2=C(C1)NCN(CCCN1CCOCC1)C2	?	?	-2%	-4%	6%	89
O=C1Nc2ccccc2C1Cc1ccccc1 (configuration not stated)	5%	1%	?	-4%	-1%	-7
CC(C(=O)Nc1ccccc1F)N1C(=O)c2ccccc2C1=O (configuration not stated)	-4%	0%	-2%	-7%	2%	-21
CCOc1ccc(Nc2cc(=O)[nH]c(=O)[nH]2)cc1	-15%	1%	-3%	6%	7%	34
C/C=C/C(=O)Nc1cccc(C2=NOC3(C2)C[C@@H](C(N)=O)N(C(=O)c2cc([N+](=O)[O-])cc([N+](=O)[O-])c2C)C3)c1 (some centres not stated)	3%	3%	-11%	1%	7%[8.37 µM]	-74*
O=C(COc1ccc(Cl)c(Cl)c1)NN1C(=O)C2C(C1=O)C1C=CC2C12CC2 (configuration not stated)	-3%	5%	11%	75%[activator]	12%	-6
CCOc1ccccc1-n1c(O)c(C=NCCCn2ccnc2)c(=O)[nH]c1=O	-4%	2%	5%	-11%	16%	44
CC(=O)c1ccc(N2CCN(C(=S)Nc3ccc(Cl)c(Cl)c3)CC2)cc1	3%	17%	0%	-13%	-2%	-38
CCOC(=O)N1CCN(c2ccc(Cl)cc2)CC1	-7%	-1%	3%	-2%	1%	-29
CCc1ccc(NS(=O)(=O)c2c(C)noc2C)cc1	-12%	2%	-1%	7%	9%	11
COc1ccc(/C=C2/SC(=S)N(NS(=O)(=O)c3ccccc3)C2=O)cc1	-5%	-15%	?	-1%	9%	34
Cc1cc(C)cc(NC(=O)c2cc(C)nc3ccccc23)c1	4%	2%	23%	29%	-21%	45
CC(C)c1cc(C(=O)N/N=C/c2cccnc2)n[nH]1	-5%	-5%	1%	36%[activator]	12%	-2
COc1ccc(/C(C)=N/Nc2nncc3ccccc23)cc1	-6%	29%	6%	2%	?	20
Cc1ccc(C(=O)C(C)OC(=O)Cn2c(C)csc2=O)cc1 (configuration not stated)	5%	-2%	·	0%	3%	18
C=CCn1c(=O)c(C(=O)OCC)c(O)c2ccccc21	3%	·	-22%	12%	10%	7
COc1ccc(C(=O)Nc2cc(C)on2)cc1OC	?	-10%	-4%	1%	-15%	13
O=C(NC1=NCCS1)C12CC3CC(CC(C3)C1)C2	-5%	-5%	3%	25%	3%	-19
CCCC(=O)n1nc(-c2cccnc2)nc1N	?	0%	6%	14%	3%	-4
Cc1nc(SCc2ccccc2C#N)n[nH]1	-8%	8%	-25%	1%	0%	-30
CCOC(=O)C1C(C(=O)OC)=C(c2ccc(OC)cc2)c2ccc(OC)cc2N1S(=O)(=O)C(F)(F)F (configuration not stated)	·	·	-3%	-4%	-13%	·
COc1ccc(Cl)cc1NC(=O)CSC1=Nc2ccccc2C2=NC(CCC(=O)NCc3ccco3)C(=O)N12 (configuration not stated)	-5%	-2%	·	·	·	-5
COc1cc(CN2CCN(Cc3ccc(C)cc3)C(CCO)C2)ccc1O (configuration not stated)	-4%	?	1%	14%	11%	-15
C=CCOc1ccc(/C=C/C(=O)OCC(=O)N2CCN(C(C)=O)CC2)cc1	·	·	·	21%	10%	11
NNc1ccc(Cl)c(C(=O)O)c1	6%	-14%	-15%	14%	15%	53
Cc1ccccc1CNC(=O)Cc1ccc(NC(=O)N2CCCCc3ccccc32)cc1	-3%	-1%	·	·	·	21
O=C(CSc1ccccc1C(=O)O)NC1CCCCCC1	-4%	7%	6%	24%	-3%	?
O=c1c2c(nc3nc(NCc4cccc(Cl)c4)[nH]n13)CCC2	-3%	-31%	-11%	5%	9%	?

Some of the entries so far, bar-delimited.
molecule | AmpC inh detg | Sm TGR block | Giardia FBPA inh | AMA1 RON2 block | HCV inh | HCMV inh
Cc1nnc(SCC(=O)N2c3ccccc3C(C)(c3ccccc3)CC2(C)C)s1 (configuration not stated) | -15% | -7% | -2% | -3% | ? | -62*
COC(=O)c1sc2nc(N)c(C#N)cc2c1N | -2% | 2% | -21% | 40%[activator] | 11% | -4

Next part
SMILES	AmpC inh detg	Sm TGR block	Giardia FBPA inh	AMA1 RON2 block	HCV inh	HCMV inh
CCOC(=O)c1ccccc1NC(=O)Cn1c2ncccc2c(=O)n1-c1ccccc1	0%	-7%	·	·	·	2
O=C1CCCC(O)=C1N=Nc1ccc(C(=O)O)cc1	1%	16%	?	-27%	24%	1
CN(Cc1ccccc1)C(=O)CN(C1CCCCC1)S(C)(=O)=O	?	-1%	4%	1%	9%	49
Cc1ccc2nc(NC(=S)NC(=O)c3cccs3)sc2c1	?	-33%	-25%	55%[activator]	-3%	15
Cc1cc(-c2ccccc2)n2nc(C)c(-c3ccccc3)c2n1	6%	9%	4%	4%	?	20
Cc1ccc(C)c(Oc2cc(F)nc(N)n2)c1	2%	1%	-9%	0%	-15%	3
COc1ccc(S(=O)(=O)Nc2ccc3c(c2)N(C(C)=O)CCC3)cc1F	-2%	1%	·	·	·	-11
COc1ccc(CCNS(=O)(=O)c2ccccc2)cc1OC	-2%	-8%	5%	-10%	20%	-16
COc1ccccc1C(=O)NCC(=O)NNc1ncnc(N)c1[N+](=O)[O-]	-7%	6%	?	·	·	·
COc1cccc(-c2nc(CS(=O)(=O)CC(=O)N3CCN(c4ccccc4)CC3)c(C)o2)c1	20%	3%	·	·	·	-27
CN1CCN(C(=O)C2CC(c3c(F)cccc3Cl)=NO2)CC1 (configuration not stated)	?	4%	7%	-1%	9%	-27
C[N+](C)(C)CCN1C(=O)CSC1=O	-7%	6%	-1%	-4%	21%	-10
COc1ccccc1NC(=O)Nc1nc(CC(=O)Nc2cccc(F)c2)cs1	2%	-3%	·	-28%	11%	-1
O=S(=O)(NC(=S)NC1CCCCC1)c1cccs1	-1%	25µM*	?	25%	3%	7
CCOC(=O)C(C)Sc1ccc2nnc(CCNS(=O)(=O)c3ccc(C)cc3)n2n1 (configuration not stated)	-1%&17%	0%&1%	2%	16%	4%	?
N#C/C(=C\c1ccc(OCc2cccc(C(=O)O)c2)cc1)C(=O)NCc1ccco1	-1%	0%	13%	-10%	2%	47
COc1cc(Cl)c(C)cc1NC(=O)c1nn(-c2ccc(C)cc2)c(=O)n(C)c1=O	16%	9%	·	·	·	5
CN(C)C(=O)C[n+]1ccc(C(N)=O)cc1	1%	-4%	1%	0%	25%	26
O=C1CC(NC2CCN(C(=O)c3cccc(F)c3)CC2)C(=O)N1 (configuration not stated)	0%	6%	·	11%	0%	-7
CCOC(=O)Cc1csc(NC(=O)CSc2nnc(-c3ccncc3)n2Cc2ccco2)n1	·	·	·	8%	?	-8
NCCCS(=O)(=O)O	-16%&-23%	-1%&-6%	0%&5%&2%	-9%&2%	5.6µM*!	?
CCOc1ccc(C(=O)N(Cc2ccccc2)c2cccc(C)c2)cc1OC	5%	0%	·	-6%	?	4
N#Cc1ccc(S(=O)(=O)NCC(=O)OCC(=O)N2CCCC2=O)cc1	-18%	0%	·	-11%	6%	12
CC(=O)N1CCN(c2ccc(NC(=O)c3ccc4c(c3)OCCO4)cc2)CC1	?	8%	-4%	-4%	2%	-23
CCC(/C=N/Nc1ccc(S(=O)(=O)N2CCCC2)cc1[N+](=O)[O-])CC	-10%	-3%	7%	-5%	5%	18
O=Cc1cn(-c2ccccc2)nc1-c1cc2ccccc2oc1=O	4%	-2%	3%	-6%	?	-8
Cc1ccc(S(=O)(=O)/N=C/N(C)C)cc1	-2%	0%	3%	11%	22%	24
Cc1nc([N+](=O)[O-])c(Sc2nc3ccccc3n2C)n1Cc1ccccc1	-7%	8.9µM*	-1%	12%	13µM*	50
COc1ccc(Cl)cc1C(=O)Nc1ccc(-c2nnc3n2CCCCC3)cc1	-4%	6%	·	·	·	-21
COc1ccc(C(=O)Oc2ccc(/C=N/NC(=O)Cc3ccc([N+](=O)[O-])cc3)cc2)cc1	-10%	-4%	0%	-21%	14%	-8
COc1ccccc1NS(=O)(=O)c1cc2c3c(c1)CC(=O)N3CCC2	0%	-2%	19%	-9%	?	25
O=C(N/N=C/c1ccc(OC(=O)c2ccc([N+](=O)[O-])cc2)cc1)c1cccnc1	5%	2%	6%	-7%	17%	11
O=C(O)c1ccc(COc2ccc3ccccc3c2/C=C2/NC(=O)N(Cc3ccc(F)cc3)C2=O)cc1	-11%	·	?	0%	23%	5
c1ccc(N2CCN(c3ncnc4c3oc3ccccc34)CC2)cc1	0%	-15%	0%	14%	1%	-29
